NSD2 inh: inhibitors of human histone methyltransferase NSD2. O96028. NSD2 peptide methylation, AlphaScreen, 120 min. inhibition, % at 12.5 µM. 310,000 tested, 0.54% active. AID 743445; in the data active = inhibition above about 50%
Arrestin-AP2 inh: blocks beta-arrestin peptide binding to AP2 adaptin; FITC-arrestin peptide / GST-AP2 beads, flow cytometry; AP2 beta2 appendage carries R879A mutation; inhibition, % at 10 µM; 340,000 tested, 0.31% active; AID 504490;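 active = inhibition above a set limit, near 3 SD of compounds lacking own fluorescence, cut at about 54% in these data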;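 note: plate controls were DMSO wells for no effect and 5 µM unlabelled arrestin peptide for full effect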
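System: GST-tagged AP2 beta2-adaptin appendage (R879A) on 4 µm glutathione beads / Reagent: FITC-arrestin peptide, 50 nM / Detection: HyperCyt-sampled flow cytometry, FL1 channel, ex 488/em 535 nm / Timing: 12 min plus 1 h, RT / Buffer or medium: PBS plus Tween 20 (0.05%) and BSA (0.1%)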
SR-BI DiI-HDL act: enhances SR-BI lipid uptake from DiI-HDL; CHO ldlA[mSR-BI] cells, DiI-HDL uptake fluorescence, 3 h; 100 = double the neutral-control signal; activation, % at 12.5 µM; 320,000 tested, 0.096% active;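 active = mean replicate activation of at least 60% and every replicate at or above 60%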;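 note: 0% = median plate neutral-control signal and 100% = twice that signal; values of inactives mirror those of a sister screen read the other way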
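system = CHO ldlA[mSR-BI] cells, LDL receptor-null, SR-BI overexpressing | medium = Ham's F12 with 0.5% BSA, HEPES 25 mM, pH 7.4 | probe or stimulus = DiI-HDL 10 µg/mL | compound dosing = single-point compound dose | incubation = compound exposure 3 h, 37 °C | technique = DiI fluorescence, bottom read | read-out = cell-associated DiI fluorescence as measure of HDL uptake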
MITF TRPM1 HTS: activators of MITF-driven TRPM1 promoter activity in SK-MEL-5 cells | AID 588334 | activation, % at 12.5 µM | 300,000 tested, 0.75% active | SK-MEL-5 TRPM1-promoter luciferase, 24 h; % of positive control, neutral wells = 0;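 active = mean activation of at least 80% with every replicate also reaching 80%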;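 note: 0% = neutral control wells and 100% = parthenolide positive control wells; values of inactives mirror those of a sister screen read the other way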
SR-BI HDL uptake: blocks mouse SR-BI lipid uptake from DiI-HDL | AID 488896 | Q61009 | ldlA[mSR-BI] CHO cells, DiI-HDL uptake fluorescence, 3 h | 320,000 tested, 0.96% active | inhibition, % at 12.5 µM;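 active = mean replicate inhibition of at least 70% and a set share of replicates each scoring 70 or more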;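 note: 0% = median of neutral control wells and 100% = median of positive control wells; values of inactives mirror those of a sister screen read the other way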
Target sequence (Q61009 whole entry, looked up): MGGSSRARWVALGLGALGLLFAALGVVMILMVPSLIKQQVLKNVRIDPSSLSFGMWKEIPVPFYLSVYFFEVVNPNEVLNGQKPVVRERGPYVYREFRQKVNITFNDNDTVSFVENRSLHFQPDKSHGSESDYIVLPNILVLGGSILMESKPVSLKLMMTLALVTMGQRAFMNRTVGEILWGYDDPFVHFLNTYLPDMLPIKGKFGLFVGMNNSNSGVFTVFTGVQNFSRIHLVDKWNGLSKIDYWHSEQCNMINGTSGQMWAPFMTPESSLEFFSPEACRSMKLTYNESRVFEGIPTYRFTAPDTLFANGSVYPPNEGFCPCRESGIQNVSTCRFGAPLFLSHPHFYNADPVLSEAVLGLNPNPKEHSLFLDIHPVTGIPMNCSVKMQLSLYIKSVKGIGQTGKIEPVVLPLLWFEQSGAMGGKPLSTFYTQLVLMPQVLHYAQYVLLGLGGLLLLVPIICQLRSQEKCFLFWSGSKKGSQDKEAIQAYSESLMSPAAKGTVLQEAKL
PKA-R2B activ: activates the human PKA-R2B holoenzyme complex; P22694+P31323; 340,000 tested, 0.079% active; activation, % at 11.4 µM; PKA-R2B holoenzyme dissociation, Cy5-IP20 fluorescence polarization; R2B truncated from residue 108, S112A mutant; 0% DMSO only, 100% 113 µM cGMP;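 active = activation above a cutoff set at the mean over all compounds plus 3 SD, cut at about 18% in these data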;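 note: higher means more holoenzyme dissociation and a rise in polarization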
Pemphigus Ab inh: blocks pemphigus antibody binding to human desmoglein-3 | DSG3-coupled beads, scFv-anti-DSG3-GFP binding, flow cytometry; hits give low values | binding (percent of control), % at 10 µM | 310,000 tested, 0.48% active | AID 588358;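 active = binding more than 3 SD below its plate's average and above zero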;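 note: hits lower antibody fragment binding to DSG3; some compounds called inactive have numbers as strong as hits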
PKA-R1A act: activators of PKA-R1A complex | activation, % at 11.4 µM | 340,000 tested, 0.083% active | PKA-R1A dissociation, Cy5-IP20 fluorescence polarization; scaled: DMSO 0%, 113 µM cGMP 100% | AID 504707 | P00514+P68181;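 active = percent activation above the mean of all tested compounds plus 3 SD, cut at about 19% in these data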;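 note: higher means more PKAc released from R1A so a rise in polarization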
CDK5 inh: inhibitors of human CDK5/p35 kinase; Q00535+Q15078; Recombinant CDK5/p35, ADP-Glo luminescence, 60 min; inhibition, % at 10 µM; 330,000 tested, 0.01% active;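 active = highest replicate inhibition of at least 50% and at least 75% of replicates reaching 50%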;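 note: plate controls were DMSO neutral control for no effect and GW8510 at 10 µM for full effect; many of its hits are not listed in these tables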
Mot1-301 SUMO: inhibitors of SUMOylation pathway: yeast Mot1-301 growth rescue | S. cerevisiae Mot1-301 growth rescue, ATP luminescence, 38.5C; percent above DMSO median, 100 means doubled | growth rescue, % at 18.8 µM | 320,000 tested, 1% active | AID 2716;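 active = every valid replicate shows activation above 250% relative to neutral control wells; inactive = the rest, any valid replicate at or below 250%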;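 note: OY570 slx delta 5 strain wells were the positive control but not used for scaling; some compounds called inactive have numbers as strong as hits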
dFosB act: mouse delta FosB homodimer activation; P13346; activation, % at 25 µM; purified delta FosB, TAMRA-CDK5 oligo fluorescence polarization; percent of positive-control signal above neutral wells; 340,000 tested, 0.99% active; AID 493131;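 active = mean activation above about 17%, with every replicate also reaching it, limit read from the data, passing the limit was not always enough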;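 note: fluorescence polarization rise as delta FosB binds a TAMRA Cdk5 AP-1 oligo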
Target sequence (P13346 whole entry, looked up): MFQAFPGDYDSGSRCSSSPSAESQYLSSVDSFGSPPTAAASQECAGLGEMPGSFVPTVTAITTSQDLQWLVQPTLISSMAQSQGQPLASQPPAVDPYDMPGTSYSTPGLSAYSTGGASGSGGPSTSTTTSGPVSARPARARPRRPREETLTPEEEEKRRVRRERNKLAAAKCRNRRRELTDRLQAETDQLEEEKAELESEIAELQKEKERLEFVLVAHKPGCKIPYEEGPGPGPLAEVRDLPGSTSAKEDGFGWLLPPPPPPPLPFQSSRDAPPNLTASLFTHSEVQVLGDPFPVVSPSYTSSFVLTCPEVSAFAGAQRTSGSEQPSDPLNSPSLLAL
The depositor's hits bear a star; . = not tested or not shown.

Order of results: NSD2 inh, Arrestin-AP2 inh, SR-BI DiI-HDL act, MITF TRPM1 HTS, SR-BI HDL uptake, PKA-R2B activ, Pemphigus Ab inh, PKA-R1A act, CDK5 inh, Mot1-301 SUMO, dFosB act
[1] COc1ccc(C(=O)Nc2cccnc2Cl)cc1OC
→ 1, 13, -10, 2, 10, -3, 94, 4, 0.9, 5, -7
[2] COc1ccc(-c2nc(CN3CCC(C(=O)NC4CCN(Cc5ccccc5)CC4)CC3)c(C)o2)cc1OC
→ 2, -22, 25, -21, -25, 1, 105, -11, 0.8, -9, -1
[3] O=C(Nc1ccc(S(=O)(=O)NC2=NCCCCC2)cc1)c1cc(S(=O)(=O)N2CCOCC2)ccc1F
→ -2, -4, 0, -1, 0, -1, 109, -6, 0.3, -8, -12
[4] CCCCN(C(=O)C1CC(=O)N(Cc2ccc(C)cc2)C1)c1c(N)n(CCCC)c(=O)[nH]c1=O (stereo not drawn)
→ 18, 2, 31, -8, -31, -4, 96, -8, 1.8, -3, -12
[5] CC(C)(CSc1ncccn1)NS(=O)(=O)c1ccccc1
→ -2, 10, 0, -6, 0, -1, 94, -15, -0.5, 2, -6
[6] Cc1cc([N+](=O)[O-])ccc1NC(=O)c1ccco1
→ -3, -8, 9, -2, -9, -2, 103, -1, 0.9, -10, 8
[7] Cc1ccc2nc(C)cc(N/N=C/c3ccc(F)cc3)c2c1
→ 2, 12, -20, 9, 20, 1, 100, -2, -1.7, -12, -12
[8] Cc1nn(-c2ccccc2)c(Cl)c1C(=O)Nc1c(C)n(C)n(-c2ccccc2)c1=O
→ -8, -3, 3, -12, -3, -10, 99, 2, -0.4, 1, -5
[9] O=C(c1ccc(Cl)cc1Cl)N1CCSCC1
→ 1, -9, 23, ., -23, -2, 102, 3, 5.4, -4, -3
[10] CCc1cc(C=C(Cl)Cl)oc(=O)c1C
→ -1, 7, -3, -8, 3, -11, 107, -2, -0.8, 12, 5
[11] COc1cccc(C(=O)C(C#N)=C(SC)SC)c1
→ 3, -10, ., ., ., 3, 107, 10, -7.7, -11, -3
[12] CC(C)OC(=O)C1C2C=CC3(CN(Cc4cccs4)C(=O)C13)O2 (stereo not drawn)
→ ., 2, 32, 4, -32, 2, 99, -5, -0.4, -15, 4
[13] COc1cc(OC)c(OC)cc1CN1CCC(O)CC1
→ -1, -7, -6, -3, 6, -5, 105, -5, -1.9, 8, -1
[14] CC(=O)c1sc(NC(=O)CS(=O)(=O)c2ccc(F)cc2)nc1C
→ 3, -9, 9, 10, -9, 7, 106, 1, -0.6, -8, -4
[15] C#CCOC(=O)c1ccccc1C(=O)O
→ -6, 13, 23, 7, -23, -5, ., 9, -0.8, -18, 7

Other compounds
Order of results: NSD2 inh, Arrestin-AP2 inh, SR-BI DiI-HDL act, MITF TRPM1 HTS, SR-BI HDL uptake, PKA-R2B activ, Pemphigus Ab inh, PKA-R1A act, CDK5 inh, Mot1-301 SUMO, dFosB act
[16] O=C(Nc1ccccn1)c1ccc(Cl)c(S(=O)(=O)N2CCCCCC2)c1
→ -1, -4, -18, 68, 18, -1, 100, 0, 1.5, -1, -6
[17] COc1ccc(S(=O)(=O)N2CCCOC2CNC(=O)C(=O)NCc2ccco2)cc1 (stereo not drawn)
→ -3, ., 22, -2, -22, -4, 109, 4, -2.0, 3, -1
[18] COc1ccc(-n2nc(C(=O)NCC(=O)NC(C)C)c3ccccc3c2=O)cc1OC
→ 3, 31, 15, -3, -15, 5, 93, -2, 0.3, 1, 0
[19] Cc1ccc2cc(CCNC(=O)c3cccc([N+](=O)[O-])c3)c(=O)[nH]c2c1C
→ 0, -7, -5, -4, 5, -1, 101, -10, 1.0, -4, -7
[20] O=C(NCC1CCC(C(=O)O)CC1)OCc1ccccc1 (stereo not drawn)
→ -3, -8, 6, -3, -6, -6, 92, -4, -2.1, 13, -1
[21] COc1cccc(CC2(CO)CCCN(C(=O)c3cc[n+]([O-])cc3)C2)c1 (stereo not drawn)
→ 0, -19, 3, 9, -3, 1, 96, -16, 0.0, -9, -2
[22] COc1ccc(CN2CCC(n3nccc3NC(=O)c3ccc4c(c3)OCO4)CC2)cc1C
→ 6, -2, -6, 7, 6, -3, 91, 2, -0.9, -11, -8
[23] Cc1ccc(-n2c(=O)[nH]cc(C(=O)Nc3ccc4c(c3)OCCO4)c2=O)cc1
→ -1, 1, -3, ., 3, -6, 103, -9, 1.4, -8, -4
[24] OCc1cn(-c2ccccc2)nc1-c1ccco1
→ -1, 0, -10, 39, 10, -9, 98, -7, 0.6, -4, -2
[25] COc1ccc([N+](=O)[O-])cc1NC(=O)CSc1ncccn1
→ 0, 0, -53, -15, 53, ., 101, ., -1.3, -12, -3
[26] C/C(=N\NC(=O)Cn1ccc(C(F)(F)F)n1)c1ccc(N2CCOCC2)cc1
→ ., -9, ., -3, ., -2, 98, -3, 0.4, -2, 2
[27] COc1ccccc1Sc1ccccc1/C=N/NC(N)=O
→ 8, 6, -6, -3, 6, -7, 105, -3, 0.1, -4, 0
[28] O=C(CN1CCN(S(=O)(=O)c2ccc(F)cc2)CC1)Nc1ccccc1F
→ 1, 18, 13, 13, -13, 4, 93, 4, -2.1, 2, -5
[29] CC1(C)CC(=O)C2=C(C1)OC(N)=C(C#N)[C@@]21C(=O)N(CC(N)=O)c2ccccc21
→ -6, 1, 24, -12, -24, -13, ., -16, 0.4, -15, -4
[30] CCC1Nc2ncnc(N3CCN(c4ccccn4)CC3)c2N(Cc2ccc(Br)cc2)C1=O (stereo not drawn)
→ ., 13, 30, -3, -30, -8, 99, 5, 0.5, -20, -2

The list continues:
Order of results: NSD2 inh, Arrestin-AP2 inh, SR-BI DiI-HDL act, MITF TRPM1 HTS, SR-BI HDL uptake, PKA-R2B activ, Pemphigus Ab inh, PKA-R1A act, CDK5 inh, Mot1-301 SUMO, dFosB act
[31] Cc1ccc(S(=O)(=O)CCC(=O)Nc2cc(Cl)ccc2-n2cncn2)cc1
→ 3, 28, 5, -5, -5, -8, 107, 2, -0.1, 187, -8
[32] Cc1nnc(SCCn2c(N3CCCCC3)nc3c2c(=O)n(C)c(=O)n3C)s1
→ 1, 1, 20, -12, -20, -8, 106, -5, 0.7, -1, -2
[33] Cc1cccc(/C=N/NC(=O)c2ccncc2)n1
→ -1, 29, 0, -10, 0, 0, 91, -11, -1.9, -6, -7
[34] CC(=O)CSc1ncnc2sc3c(c12)CCC3
→ 1, 1, 25, 4, -25, 5, 102, -3, 0.5, 24, -16
[35] Cc1ccc(S(=O)(=O)N(C)C)cc1NC(=O)CSc1ncc(C(F)(F)F)cc1Cl
→ 1, -4, -3, 1, 3, -3, 98, 1, -0.5, 75, -18
[36] CCc1ccc(NC(=O)c2cc(S(=O)(=O)N3CCCC3)c[nH]2)cc1
→ ., 17, 5, -1, -5, -16, 98, 2, 0.9, -9, 1
[37] O=C(CCN1CCCCC1)c1cccc(Cl)c1
→ 0, 15, -2, 0, 2, 8, ., 12, -0.3, ., -10
[38] Cc1ccc(NC(=O)c2cccc(S(=O)(=O)N3CCN(c4ccccc4)CC3)c2)nc1
→ 0, -1, -14, -16, 14, 2, 101, -12, 1.8, -3, 8
[39] Cc1cc(C)c(S(=O)(=O)Cc2ccccc2)c(OC(C)C)n1
→ -5, -4, -8, -8, 8, 3, 91, -4, 0.0, -15, -1
[40] COC(=O)C1=C(C)N(c2ccc(OC)cc2)C(=O)/C1=C\c1cccs1
→ 1, -4, 8, 17, -8, -7, ., -10, 0.8, 24, 0
[41] CC(C)(C)NC(=O)NC(=O)COC(=O)c1cccc(OC(F)F)c1
→ -4, -5, 0, 3, 0, 3, 114, -8, 1.5, -22, -6
[42] O=[N+]([O-])c1ccc2ccn(C3OCC(O)C(O)C3O)c2c1 (stereo not drawn)
→ -2, -3, 15, -2, -15, -2, 105, 2, 0.5, -25, 0
[43] COc1ccc(NC(=O)CN(C)S(=O)(=O)c2ccc3c(c2)n(C)c(=O)c(=O)n3C)cc1
→ -7, 20, -4, 1, 4, 5, 90, 9, 0.8, 5, 4
[44] Cn1c(=O)oc2cc(S(=O)(=O)N3CCCC(C(=O)Nc4ccccn4)C3)ccc21 (stereo not drawn)
→ ., 7, 8, -15, -8, -6, 102, 0, 1.7, 181, -9
[45] O=C(Nc1ccc2nc3n(c(=O)c2c1)CCCC3)c1cccc(F)c1
→ -1, 5, -10, 72, 10, 0, 91, -1, -0.8, -18, -22

Next part.
Order of results: NSD2 inh, Arrestin-AP2 inh, SR-BI DiI-HDL act, MITF TRPM1 HTS, SR-BI HDL uptake, PKA-R2B activ, Pemphigus Ab inh, PKA-R1A act, CDK5 inh, Mot1-301 SUMO, dFosB act
[46] COc1ccc(NC(=O)c2sc3nc(-c4cccnc4)ccc3c2N)cc1OC
→ -2, 29, -74, ., 74*, 2, 98, 1, 0.2, 9, -11
[47] CCc1cccc(CC)c1N(COC)C(=O)Cn1ccccc1=N
→ 0, -1, 12, -2, -12, -11, 87, 2, 0.8, 4, -9
[48] O=C(CN(Cc1ccco1)C(=O)CNS(=O)(=O)c1ccc(F)cc1)NCc1ccc(F)cc1
→ 0, 0, 12, 7, -12, 1, 109, -3, -1.5, 6, -2
[49] CCCCCCCCCCCCS(=O)(=O)CCC(=O)O
→ 5, 4, 4, 6, -4, -4, 87, 15, 0.6, 110, 2
[50] Cc1ccnc(SCC(=O)N2CCCc3ccccc32)n1
→ -3, -15, -5, 13, 5, -3, 103, -1, -1.6, -3, 5
[51] COc1ccc(-c2onc(C)c2-c2cnn(-c3ccccc3)c2)c(O)c1C
→ -1, 3, -16, 2, 16, -5, 96, 2, -1.7, 23, -8
[52] CCCCOc1ccc(C(=O)NCC(=O)NCC(c2cccs2)N2CCOCC2)cc1 (stereo not drawn)
→ 2, -7, -11, -5, 11, 9, ., 6, -1.0, 10, -15
